# Assay outcomes deposited in PubChem BioAssay by NMMLSC.
# Myeloid diff 2: induction of myeloid progenitor differentiation, primary screen, cell-based, flow cytometry, MLPCN library; 360,000 compounds, 1% hits; ER-HoxA9 myeloid progenitors, lysozyme-GFP differentiation; calls only at 10 µM;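 active = normalized GFP-positive differentiation at or above the plate's own cutoff, the solvent-only control mean plus 3 SD; inconclusive = no clear call, values can overlap the other calls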;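 also: cells exposed to compound for four days before flow analysis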
# Myeloid diff 2 GFP+ MAC1+ %: further read-out of Myeloid diff 2, marked with its call; GFP+ MAC1+ double positive, %; measured here: differentiation confirmed by MAC1 staining
# * = called active by the depositor; i = inactive; ? = inconclusive; nt = no result given; + = active, no number; & = joins results of further samples. An excerpt (hit frequency here may not be typical).
SMILES,Myeloid diff 2,Myeloid diff 2 GFP+ MAC1+ %
Cc1nc2ccc(C(=O)NCCc3c[nH]c4ccccc34)cn2c1N(C)C(=O)CCc1ccccc1,i,0.8
CC1=C(C(=O)N(C(C)C)C(C)C)CC(CC(=O)NCCCN(C)C)C(=O)N1CCC1=CCCCC1 (stereo not drawn),i,0.8
Cc1ccc(N2CCN(C(=O)C(=O)c3ccc(F)c(F)c3)CC2)cc1,i,2.2
COc1ccc(CC(N)c2csc(NC(=O)c3cccc(OC(F)(F)F)c3)n2)cc1 (stereo not drawn),i,1.2
CCC(CC)C(=O)N(C)c1c(C)nc2c(OCCOc3ccc(F)cc3)cccn12,i,0.9
COc1ccc(-c2nc3cc(C)c(Br)c(C)n3c2CC2CCCCC2)cc1OC,i,1.1
COc1ccc2c(CN(C)Cc3ccccc3)cc(=O)oc2c1,i,0.7
O=C(NC(c1ccc(F)cc1)c1ccc2ccccc2n1)C1CCN(Cc2cccc(C(F)(F)F)c2)CC1 (stereo not drawn),i,1.4
COc1cc(C#N)c(NC(=S)N2CCN(C(=O)c3ccco3)CC2)cc1OC,i,1.0
OC(c1ccc(F)c(F)c1)c1nc(-c2cncnc2)cs1 (stereo not drawn),i,1.1
Cc1cc(C)c2nc3sc(=Cc4ccc(-c5ccccc5C(=O)O)o4)c(=O)n3c2c1,i,0.7
CC(C)(C)c1ccc(CC(=O)N2CCC2(C)C(=O)NCc2cccc3ccccc23)cc1 (stereo not drawn),i,0.5
COc1ccc(S(=O)(=O)NC(=O)C2(C)CCN2C(=O)Cc2cc(C)cc(C)c2)cc1 (stereo not drawn),i,1.5
C[C@]1(CC/C(=C/CO)CO)[C@H](C=O)CC[C@@]23COC(=O)C2=CCC[C@@H]31,i,2.9
COc1ccc(-c2ccc(N3C(c4cc(OC)cc(OC)c4)=Cc4ccc(OC)cc4C3CC(C)=O)cc2)cc1 (stereo not drawn),i,0.6
O=C(CC[C@H]1O[C@@H](n2ccc(=O)[nH]c2=O)[C@H](O)[C@@H]1O)N[C@H](Cc1ccccc1)C(=O)NCCCN1CCCC1=O,i,0.7
CCC(CC)C(=O)N(C)c1c(C)nc2c(OCc3ccccc3C(=O)OC)cccn12,i,0.1
Cc1cc(C(=O)N2CCCC2(C)C(=O)O)c(C)o1 (stereo not drawn),i,1.3
CC(C)(C)CNC(=O)C1(C)CCN1C(=O)c1ccccc1CCc1ccccc1 (stereo not drawn),i,0.9
OCCCNc1ncnc2c1ncn2[C@H]1CN(Cc2ccc3c(c2)OCO3)C[C@@H](CO)O1,i,1.1
C/C=C/c1cccc(-c2nc(C(=O)N3CCCCC3)cc3c2[C@H](CCO)N(C(=O)NC(C)C)C3)c1,i,0.8
COCCCNC(=O)C[C@@H]1C[C@@]2(C(=O)OC)CC(C)(C)CC=C2N(CCc2ccc(OC)c(OC)c2)C1=O,i,2.7
CC(C)C(N)c1csc(Nc2ccccn2)n1 (stereo not drawn),i,0.5
CN(C)c1cccc(CNC(=O)c2csc([C@@H]3C[C@H](O)[C@@H](CO)O3)n2)c1,i,0.1
COC(=O)c1ccc(N2C(c3cc(OC)cc(OC)c3)=Cc3ccc(-c4cccnc4)cc3C2CC(=O)C2CC2)cc1 (stereo not drawn),i,1.1
# New compounds follow
SMILES,Myeloid diff 2,Myeloid diff 2 GFP+ MAC1+ %
COC(=O)[C@]12CCCCC=C1N(Cc1ccco1)C(=O)[C@H](CC(=O)N1CCC(c3ccccc3)CC1)C2,i,1.7
CCc1nc2c(OCC(=O)c3ccc(Cl)cc3Cl)cccn2c1N(C)C(=O)c1ccncc1,i,0.5
COCCNC(=O)C1(C)CCCN(Cc2cc(-c3ccccc3)nn2C)C1 (stereo not drawn),i,0.6
Cc1cccc(S(=O)(=O)NC(=O)C2(C)CCN2C(=O)c2ccccc2CCc2ccccc2)c1 (stereo not drawn),i,2.5
CC(C)[C@@H]1CC2=C(C(=O)OC(C)(C)O2)[C@H](CCc2ccccc2)O1,i,0.6
CCCCN(C=O)c1c(CC)nc2ccc(C(=O)N3CCN(C)CC3)cn12,i,0.5
COc1cc(CN2C(=O)C(C)ON=C2c2cccs2)cc(OC)c1 (stereo not drawn),i,3.9
CCC(c1nnnn1-c1ccc2c(c1)OCCO2)N1CCN(C)CC1 (stereo not drawn),i,0.8
Cn1c(=O)c2cc(NC(=O)NCc3ccc(F)cc3)ccc2n1Cc1cccc(C(F)(F)F)c1,i,0.4
CC(=O)O[C@@H]1C[C@H](c2ccccc2)OC(=O)CCCCC1=O,i,1.3
CCOc1ccc(CCN2C(=S)N([C@@H](CC(C)C)CN3CCCC3CN3C(=S)NC[C@@H]3Cc3ccccc3)C[C@@H]2CC(C)C)cc1 (stereo partly drawn),i,2.5
CN(Cc1ccccc1)C(=O)c1csc([C@@H]2O[C@H](CO)[C@@H](O)[C@H]2O)n1,i,0.9
CCNC(=O)C1(C)CCN(C(=O)c2cc(C)oc2C)C1 (stereo not drawn),i,1.0
COc1ccc(CC(N)c2csc(NC(=O)c3cc(C(C)(C)C)nn3Cc3ccccc3)n2)cc1 (stereo not drawn),+,5.0*
CCN(CC)CCN(C)C(c1ccnc2ccccc12)c1nnnn1-c1ccc2c(c1)OCCO2 (stereo not drawn),i,2.1
CC1=C(C(=O)N2CCOCC2)CC(CC(=O)NCCc2ccccn2)C(=O)N1CCC1=CCCCC1 (stereo not drawn),i,0.5
CCCC(=O)N1CCC1(C)C(=O)Nc1ccc2c(c1)CCN2C(C)=O (stereo not drawn),i,0.7
CC(C)(C)n1nnnc1C(c1ccccc1)N1CCN(C/C=C/c2ccccc2)CC1 (stereo not drawn),+,2.6*
C[C@H](NC(=O)[C@@H]1CCCN1C(=O)OC(C)(C)C)c1ccccc1,i,0.6
Nc1ncnc2c1ncn2[C@@H]1O[C@H](CNC(=O)[C@@H](N)Cc2ccc(C(=O)c3ccccc3)cc2)[C@@H](O)[C@H]1O,i,1.7
O=S1(=O)CC(O)C(O)CS1 (stereo not drawn),i,1.9
CC(=O)c1ccc(-c2cccc3nccn23)cc1,i,0.4
C=C1C(=O)[C@]23C[C@H]1CCC2[C@@]1(C)C(C[C@@H]3O)[C@](C)(C(=O)OC)CC[C@@H]1O (stereo partly drawn),?,nt
CC1(C(=O)Nc2ccc3[nH]ncc3c2)CCN1C(=O)C1(c2ccccc2)CC1 (stereo not drawn),i,1.4
Nc1ncnc2c1ncn2[C@@H]1O[C@H](C(=O)N2CCCN(Cc3ccccc3F)CC2)[C@@H](O)[C@H]1O,i,1.3
# More results:
SMILES,Myeloid diff 2,Myeloid diff 2 GFP+ MAC1+ %
CC(C)Oc1ccc(F)cc1-c1cc(C(=O)NCc2ccc(C(F)(F)F)cc2)[nH]n1,i,0.7
CCOC(=O)[C@]12CCCC=C1N(Cc1ccc(Cl)cc1Cl)C(=O)[C@H](CC(=O)NCC1CCCCC1)C2,i,0.6
COc1ccc(OC)c(CN2C(=O)CSCC2(C)C(=O)NC(C)C)c1 (stereo not drawn),i,1.1
Fc1ccc(-c2nc3c(Cl)cc(C(F)(F)F)cn3c2Cc2ccsc2)cc1,i,0.9
CC1(Oc2ccc(Cl)cc2)CCN(Cc2csc3ccccc23)C1 (stereo not drawn),i,2.3
Cc1ccccc1S(=O)(=O)NC(=O)C1(C)CCN1C(=O)Cc1ccc(C(C)(C)C)cc1 (stereo not drawn),i,0.9
CC1(C(=O)NS(=O)(=O)c2cccc(F)c2)CCN1C(=O)CCc1ccc(Cl)cc1Cl (stereo not drawn),i,1.2
CCCCNC(=O)C(NC(=O)c1cccs1)C(=O)c1ccccc1 (stereo not drawn),i,2.0
O=C(NCc1cc(Cl)cc(Cl)c1)c1ccc2nc([C@@H]3O[C@H](CO)[C@H](O)[C@H](O)[C@H]3O)[nH]c2c1,i,0.7
CCOC(=O)C1(C)CCN1C(=O)c1ccc2c(c1)CCO2 (stereo not drawn),i,1.1
O=C1NC[C@@H](CCCCN2C[C@H](Cc3ccc(O)cc3)N(Cc3ccccc3)C(=O)C2=O)N(CCc2ccc(O)cc2)C1=O,i,0.6
COCCNc1nc(NCCNC(C)=O)c2sc(-c3ccccc3)cc2n1,i,1.4
CCCC(=O)N1CCCC1(C)C(=O)NCCc1ccccn1 (stereo not drawn),i,1.4
COCCNc1nc(Nc2ccccc2Cl)c2sccc2n1,i,1.1
COc1ccc(C(C)(NC(C)=O)c2nc(-c3cccc(C(=O)O)c3)cs2)cc1 (stereo not drawn),i,1.1
COC(=O)c1ccc2nc(-c3ccc(OC)c(OC)c3)c(Cc3ccc(OC)cc3C)n2c1,i,1.0
CC(=O)Nc1ccc(NC(=O)c2ccc(-c3ccnn3C)c3ccoc23)cc1,i,1.3
Cc1noc(C)c1-c1ccc(C(=O)Nc2ccccc2)c2occc12,i,0.7
Cc1cc(C(=O)N2CCC2(C)C(=O)O)c(C)o1 (stereo not drawn),i,0.7
CC(C)c1ccc(NC(=O)c2cc(-c3cc(F)ccc3OCC3CCCO3)n[nH]2)cc1 (stereo not drawn),i,0.2
CC1(C(=O)NS(=O)(=O)c2ccccc2Cl)CCN1C(=O)CC1CCCCC1 (stereo not drawn),i,0.9
CCc1nc2ccc(C(=O)N3CCN(S(=O)(=O)CC)CC3)cn2c1N(CC)CCN(C)C,i,0.8
COc1cc(/C=C/CNC[C@H]2O[C@@H](n3cnc4c(=O)[nH]c(N)nc43)[C@H](O)[C@@H]2O)ccc1O,i,0.5
Cc1nc2nc(C)c(C)nc2nc1C,i,0.4
CC(=O)Nc1cccc(-c2ccnc3c2CC(C(=O)NCC2CCOCC2)O3)c1 (stereo not drawn),i,0.5
# Carrying on:
SMILES,Myeloid diff 2,Myeloid diff 2 GFP+ MAC1+ %
CCCCN1C(=O)C(=O)NC[C@@H]1Cc1ccc(O)cc1,i,1.6
CNc1cc(-c2ccc(O)cc2C)ncn1,i,2.0
c1ccc(-c2cc3nc(NCC4CC4)nc(NCC4CCCCC4)c3s2)cc1,i,0.9
CC(C)N1C(=O)c2ccccc2NC(=O)C1C(=O)NCc1ccccc1 (stereo not drawn),i,1.7
CCCCNC(=O)C1(N2C(=O)c3ccccc3C2=O)CCCC1,i,0.6
CCC(=O)N[C@H]1CC[C@@H](CCn2cc(C3CC3)nn2)O[C@@H]1CO,i,2.9
O=C(Nc1ccc(F)c(Cl)c1)c1cc(C2CCCN(S(=O)(=O)c3cccc4cccnc34)C2)on1 (stereo not drawn),i,0.5
Cc1ccc(S(=O)(=O)NC(=O)C2(C)CCN2C(=O)c2ccc(C(F)(F)F)nc2C)cc1 (stereo not drawn),i,1.1
CC(=O)NC(c1ccccc1)c1nc(-c2cccnc2)cs1 (stereo not drawn),i,2.5
Brc1ccc2nc(-c3ccco3)c(Cc3ccccc3)n2c1,i,0.9
Clc1ccc(-c2nc3ccc(Br)cn3c2Cc2cccc(Cl)c2)cc1,i,0.5
CNc1cncc(-c2ccc(O)cc2C)n1,i,1.4
CC(=O)N1C[C@@H](CO)[C@@H](N(C)C(=O)C(C)(C)C)C[C@H]1c1ccccc1,i,0.6
Cc1ccc(C)c(CC(=O)N2CCCC(c3cc(C(=O)Nc4ccccc4Cl)no3)C2)c1 (stereo not drawn),i,1.5
NC(Cc1ccc(C(F)(F)F)cc1)c1csc(Nc2cc(Oc3ccccc3)ncn2)n1 (stereo not drawn),i,0.5
CC(C)c1ccc(CC(=O)N2CCC2(C)C(=O)NCC(C)(C)C)cc1 (stereo not drawn),i,0.7
CCCCN1C(=O)C(CC(=O)NCc2cccc3ccccc23)CC(C(=O)N2CCCCCC2)=C1C (stereo not drawn),i,0.8
CC(=O)Nc1ccc(CNc2nc(NC(C)C)nc3ccsc23)cc1,i,1.0
CC1=C(C(=O)N2CCCCCC2)CC(CC(=O)NC2CCCC2)C(=O)N1Cc1ccc(F)cc1 (stereo not drawn),i,2.3
COc1ccccc1C(O)c1ncc(-c2ccc(Cl)cc2)[nH]1 (stereo not drawn),i,0.5
O=C1NC[C@@H](CCCCN2CCN(CCC3CCCCC3)C(=O)C2=O)N(CCC2CCCCC2)C1=O,i,0.8
COC(=O)C1(C(=O)OC)C[C@H](/C=C/c2ccccc2)N(Cc2ccccc2OC)[C@@H]1c1cccs1,i,2.4&1.9
COC(=O)N(C)C[C@H]1OCc2cn(nn2)CCCC(=O)N([C@@H](C)CO)C[C@@H]1C,i,1.3
COc1ccccc1-c1ncn(Cc2cccc(-c3ccccc3)c2)c1-c1cc(C)cc(C)c1,i,0.9

# In the list so far, these have a Cl atom:
SMILES,Myeloid diff 2,Myeloid diff 2 GFP+ MAC1+ %
CCc1nc2c(OCC(=O)c3ccc(Cl)cc3Cl)cccn2c1N(C)C(=O)c1ccncc1,i,0.5
CCOC(=O)[C@]12CCCC=C1N(Cc1ccc(Cl)cc1Cl)C(=O)[C@H](CC(=O)NCC1CCCCC1)C2,i,0.6
Fc1ccc(-c2nc3c(Cl)cc(C(F)(F)F)cn3c2Cc2ccsc2)cc1,i,0.9
CC1(Oc2ccc(Cl)cc2)CCN(Cc2csc3ccccc23)C1 (stereo not drawn),i,2.3
CC1(C(=O)NS(=O)(=O)c2cccc(F)c2)CCN1C(=O)CCc1ccc(Cl)cc1Cl (stereo not drawn),i,1.2
O=C(NCc1cc(Cl)cc(Cl)c1)c1ccc2nc([C@@H]3O[C@H](CO)[C@H](O)[C@H](O)[C@H]3O)[nH]c2c1,i,0.7
COCCNc1nc(Nc2ccccc2Cl)c2sccc2n1,i,1.1
CC1(C(=O)NS(=O)(=O)c2ccccc2Cl)CCN1C(=O)CC1CCCCC1 (stereo not drawn),i,0.9
O=C(Nc1ccc(F)c(Cl)c1)c1cc(C2CCCN(S(=O)(=O)c3cccc4cccnc34)C2)on1 (stereo not drawn),i,0.5
Clc1ccc(-c2nc3ccc(Br)cn3c2Cc2cccc(Cl)c2)cc1,i,0.5
Cc1ccc(C)c(CC(=O)N2CCCC(c3cc(C(=O)Nc4ccccc4Cl)no3)C2)c1 (stereo not drawn),i,1.5
COc1ccccc1C(O)c1ncc(-c2ccc(Cl)cc2)[nH]1 (stereo not drawn),i,0.5
